Assay outcomes from PubChem.
hIAP act – human IAP activation. P09923. purified human IAP, CDP-Star luminescence, 30 min; hits give high values; 1 = vehicle-only enzyme, 0 = enzyme-free background. activation factor at 10 µM. 330,000 compounds, 0.16% hits. AID 2524;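 active = activation factor of the enzyme at least 2-fold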; note: the source names both 10 and 20 µM as test concentration; values of inactives mirror those of a sister screen read the other way
NALP3 yeast inh – NALP3 inhibition in yeast; AID 2825; Yeast reconstituted NLRP3/ASC/caspase-1, beta-gal luminescence, 24 h; 330,000 compounds, 0.39% hits; inhibition, % at 10 µM;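 active = inhibition of 50% or more; inactive = inhibition below 50%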;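 note: plate controls were induced DMSO wells for no effect and uninduced yeast grown without galactose for full effect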
APOBEC3A inh – human APOBEC3A DNA deaminase inhibition | P31941 | recombinant A3A, FAM/TAMRA ssDNA deamination fluorescence | inhibition, % at 20 µM | 330,000 compounds, 0.41% hits | AID 493011;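 active = at least 40% inhibition at 20 µM here, with at most 30% in a related deaminase screen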;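 note: plate controls were A3A with DMSO for no effect and wells lacking A3A enzyme for full effect; some results filed as inactive read as strong as hits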
Target sequence (P31941 whole entry, looked up): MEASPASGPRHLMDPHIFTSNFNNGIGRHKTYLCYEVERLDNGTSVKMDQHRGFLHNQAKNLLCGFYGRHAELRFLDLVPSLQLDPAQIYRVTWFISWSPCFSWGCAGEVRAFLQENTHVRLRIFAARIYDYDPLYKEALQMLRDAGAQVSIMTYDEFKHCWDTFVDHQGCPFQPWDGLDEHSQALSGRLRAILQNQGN
mIAP inh – blocks mouse intestinal alkaline phosphatase. purified mouse IAP, CDP-Star luminescence, 30 min. inhibition, % at 10 µM. 330,000 compounds, 0.2% hits. AID 2806;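 active = inhibition of at least 40% at 10 µM in the primary screen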;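 note: plate controls were DMSO with enzyme for no effect and no enzyme wells for full effect; values of inactives mirror those of a sister screen read the other way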
SENP1 inh – inhibitors of human SENP1 SUMO protease catalytic domain; inhibition, % at 10 µM; recombinant SENP1 catalytic domain, CyPet-SUMO1-YPet FRET cleavage; AID 624204; 360,000 compounds, 0.21% hits;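 active = inhibition at least 30% at 10 µM, raw YFP signal under a set limit, fluorescence ratio 0.5 to 1.5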;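 note: 0% = enzyme with DMSO and 100% = no enzyme wells; some results filed as inactive read as strong as hits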
Target sequence (Q9P0U3 419-644 limits assumed): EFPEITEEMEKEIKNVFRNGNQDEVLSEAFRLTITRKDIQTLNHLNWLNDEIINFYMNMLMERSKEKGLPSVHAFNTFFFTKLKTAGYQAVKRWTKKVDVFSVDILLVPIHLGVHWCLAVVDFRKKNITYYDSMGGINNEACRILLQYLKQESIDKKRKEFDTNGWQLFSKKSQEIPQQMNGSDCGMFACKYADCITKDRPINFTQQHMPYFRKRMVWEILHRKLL
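material = recombinant human SENP1 catalytic domain, His6-tagged | quantity = 20 pM enzyme | reagent = 25 nM SUMO1 FRET substrate | compound dosing = 10 µM single point, 0.5% DMSO | timing = 50 min enzyme reaction, room temperature, light-protected | detection = FRET, CFP and YFP emission | control set = no-enzyme low, enzyme-DMSO high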
A3G deaminase – inhibitors of human APOBEC3G DNA deaminase. inhibition, % at 20 µM. Q9HC16. 330,000 compounds, 0.28% hits. recombinant A3G, ssDNA deamination FAM/TAMRA fluorescence. AID 493012;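 active = inhibition of at least 40% at 20 µM, with no more than 30% in the related APOBEC3A deaminase screen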;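 note: plate controls were DMSO wells with A3G for no effect and wells lacking A3G enzyme for full effect; some compounds called inactive have numbers as strong as hits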
Target sequence (Q9HC16 whole entry, looked up): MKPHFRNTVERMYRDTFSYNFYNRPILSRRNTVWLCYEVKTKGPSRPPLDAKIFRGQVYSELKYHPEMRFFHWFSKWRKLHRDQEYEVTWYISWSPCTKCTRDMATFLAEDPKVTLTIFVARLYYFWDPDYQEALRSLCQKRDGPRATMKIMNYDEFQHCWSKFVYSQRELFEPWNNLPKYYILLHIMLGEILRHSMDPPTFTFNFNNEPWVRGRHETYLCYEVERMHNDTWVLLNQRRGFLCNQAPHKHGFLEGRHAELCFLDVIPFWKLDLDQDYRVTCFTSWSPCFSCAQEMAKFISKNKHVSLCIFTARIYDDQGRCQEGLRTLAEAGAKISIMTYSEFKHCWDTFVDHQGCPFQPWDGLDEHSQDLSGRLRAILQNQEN
hIAP inh – human IAP inhibition; P09923; purified IAP, CDP-Star luminescence, 30 min; inhibition, % at 10 µM; 330,000 compounds, 0.12% hits; AID 2544;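 active = inhibition reaching a set limit with compound at 10 µM in the primary screen, cut at about 35% in these data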;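 note: plate controls were DMSO wells with enzyme for no effect and no-enzyme buffer wells for full effect; values of inactives mirror those of a sister screen read the other way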
MIN6 prolif – inducers of beta-cell replication in MIN6 cells | MIN6 cells proliferation, ATPlite luminescence, 48 h; cells starved in 0.2% serum; 100% = growth in 10% serum | proliferation, % at 10 µM | 330,000 compounds, 0.29% hits;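 active = compounds whose signal lies at least 3.5 SD above the mean of all wells on their plate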;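 note: 0% = DMSO-treated cells in low-serum medium and 100% = 10% serum control; some compounds called inactive have numbers as strong as hits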
mIAP activ – increases mouse intestinal alkaline phosphatase activity | muIAP, CDP-Star luminescence, 30 min; hits give high values; 1 = vehicle-only enzyme signal, 0 = enzyme-free wells | activation factor at 10 µM | 330,000 compounds, 0.24% hits;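 active = activation factor of at least 2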; note: the source names both 10 and 20 µM as test concentration; values of inactives mirror those of a sister screen read the other way
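Assay system: mouse IAP enzyme; reagent: chemiluminescent substrate CDP-Star; dosing: test compounds delivered from DMSO solution; schedule: 30 min at room temperature; measured by: luminescence from enzymatic CDP-Star hydrolysis; controls: DMSO-only wells and no-enzyme negative control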
Numbers without * were called inactive; · = not tested or not shown. Some of the compounds tested; rates above refer to the full screens.

SMILES	hIAP act	NALP3 yeast inh	APOBEC3A inh	mIAP inh	SENP1 inh	A3G deaminase	hIAP inh	MIN6 prolif	mIAP activ
Cc1ccc2nc(N3CCN(C(=O)c4ccc(F)cc4)CC3)c(C#N)cc2c1	1.31	24.7	-1.5	17.6	-69.9	0.4	-31.4	-3.4	0.824
CCOc1ccc(Nc2cc(C)c3ccccc3n2)cc1	1.14	27.0	0.0	2.3	-0.8	-3.3	-14.1	-3.0	0.977
NC(=O)CN1C(=O)C2CCCCN2C(=O)c2ccccc21 (configuration not stated)	1.2	-0.2	0.8	-6.4	1.9	-5.4	-20.3	-0.9	1.06
CCOc1cccc2cc(C(N)=O)c(=NCc3ccccc3)oc12	0.905	9.6	-5.0	1.9	6.8	-3.6	9.5	-2.1	0.981
CC(=O)NC(Cc1cc(C)ccc1C)C(=O)N1CCN(C(=O)c2ccc([N+](=O)[O-])cc2)CC1 (configuration not stated)	1.06	7.1	-6.6	-3.5	0.3	3.0	-5.6	-1.0	1.03
CCCCNC(=S)Nc1cc(S(=O)(=O)N2CCCCC2)ccc1C	1.09	1.9	-6.3	-64.5	1.5	-3.8	-9.1	-3.3	1.65
Clc1cccc(Cl)c1/C=N\Nc1nccs1	0.883	33.2	-3.2	13.4	-1.2	-6.1	11.7	-1.1	0.866
Cn1c(/C=C/c2ccc(Br)cc2)nc2ccccc2c1=O	0.942	21.3	1.5	4.5	-7.5	-4.1	5.8	-0.1	0.955
Cc1ccc(C(=O)NCc2ccc(Cl)cc2)o1	0.777	11.9	-1.1	4.5	-1.1	-6.3	22.3	-1.6	0.955
CCC(=S)/C=C1\Sc2ccc3ccccc3c2N1CCCS(=O)(=O)O	1.04	13.0	9.1	-2.9	·	19.6	-3.6	-2.7	1.03

The final 2 entries of the section above come first, to join the parts.
SMILES	hIAP act	NALP3 yeast inh	APOBEC3A inh	mIAP inh	SENP1 inh	A3G deaminase	hIAP inh	MIN6 prolif	mIAP activ
Cc1ccc(C(=O)NCc2ccc(Cl)cc2)o1	0.777	11.9	-1.1	4.5	-1.1	-6.3	22.3	-1.6	0.955
CCC(=S)/C=C1\Sc2ccc3ccccc3c2N1CCCS(=O)(=O)O	1.04	13.0	9.1	-2.9	·	19.6	-3.6	-2.7	1.03
C=CCn1c(/N=C/c2ccc(OC)cc2)nc2ccccc21	0.968	9.1	-0.4	-3.7	0.5	-1.1	3.2	-3.0	1.04
O=C(Nc1ccccc1)c1ccc2nc(-c3ccco3)c(-c3ccco3)nc2c1	1.11	13.5	76.6	20.8	-26.6	76.1	-10.9	-1.5	0.792
COc1ccc(OCC(=O)Nc2ccc(OC)c(S(=O)(=O)N3CCCCC3)c2)cc1	1.02	11.5	1.4	-5.0	1.3	11.8	-2.3	-2.8	1.05
CC(C)NCc1cccc([N+](=O)[O-])c1	1.04	10.0	-2.0	5.5	2.1	-9.2	-3.9	0.0	0.945
CN(C)S(=O)(=O)c1ccc(NC(=O)CSc2n[nH]c(=O)n2C2CC2)cc1	0.968	7.8	-1.7	1.0	-0.3	-7.2	3.2	-2.2	0.99
COC(=O)C1=C[C@@H](C(=O)OC)[C@@H]2C3=C(C(=O)C2(C)C)[C@H](C)n2c(=O)n(-c4ccccc4)c(=O)n2[C@@H]3C1	1.08	12.5	1.6	4.5	1.7	-9.8	-8.4	-1.3	0.955
Cc1ccc(-c2nn(CCC#N)cc2C=C(C#N)C#N)cc1	0.805	10.0	-2.0	-12.4	2.7	-2.5	19.5	-3.0	1.12
CCOc1ccc(CCNS(=O)(=O)c2c(C)nc3scc(C)n3c2=O)cc1OCC	1.02	7.5	0.7	0.7	-0.3	8.4	-2.2	0.0	0.993
O=C(CN1C(=O)NC2(CCCC2)C1=O)N1CCN(c2ccccc2O)CC1	0.891	16.9	-1.8	-6.5	-1.3	-1.5	10.9	-1.4	1.06
CN1C(=O)C(C(=O)Nc2ccccc2F)c2ccccc21 (configuration not stated)	0.828	-0.9	-2.0	7.8	-1.6	-4.9	17.2	2.4	0.922
Cc1cccc(Oc2ccccc2NC(=O)C2=COCCO2)c1	0.804	8.8	-1.4	1.8	1.0	-5.8	19.6	-2.9	0.982
O=C(OCC(O)CN1CCCCC1)C12CC3CC(CC(C3)C1)C2 (configuration not stated)	0.974	7.7	0.0	-11.2	0.5	-2.5	2.6	1.6	1.11
CCOC(=O)CSc1nc2ccccc2c(=O)n1-c1ccc(C(=O)NCCOC)cc1	0.931	15.4	-0.4	-14.2	1.4	2.2	6.9	-2.9	1.14
O=C(OCC(=O)c1ccc(Cl)cc1Cl)c1cnccn1	1.03	-6.1	-5.0	-3.8	-1.1	2.3	-3.0	-2.0	1.04
COc1ccc(-c2nc(CS(=O)CC(=O)NCc3ccccn3)c(C)o2)cc1 (configuration not stated)	0.942	-27.3	-4.3	14.5	2.3	-10.4	5.8	2.9	0.855
COc1ccc(C2C(C(C)=O)=C(O)C(=O)N2c2ccc(F)cc2)cc1 (configuration not stated)	1.08	7.0	-7.0	11.3	-0.6	-10.6	-8.4	1.3	0.887
CCOC(=O)C1CCCN(c2c(NCCCN(CC)c3cccc(C)c3)c(=O)c2=O)C1 (configuration not stated)	1.07	6.3	-6.2	-7.1	1.1	-8.6	-6.9	-2.3	1.07
COc1ccccc1N1CCN(c2cc(=O)n(-c3ccc(Cl)cc3)c(=O)[nH]2)CC1	1.26	6.9	-4.6	-3.0	0.4	-10.1	-25.9	0.1	1.03
O=C(COc1ccc2c(c1)OCO2)NC12CC3CC(CC(C3)C1)C2	0.882	30.9	3.1	-3.3	2.4	-0.2	11.8	-1.4	1.03
COC(=O)NCCOC(=O)N(O)c1ccc(Br)cc1	1.14	12.7	-2.6	4.8	3.0	-6.4	-14.2	-1.9	0.952
Cc1c(CCC(=O)N2CCC(C(=O)O)CC2)c(=O)oc2cc3oc4c(c3cc12)CCCC4	0.972	-2.7	-10.3	-7.4	-28.6	-10.5	2.8	0.6	1.07
CCOc1cc(/C=N/n2cnnc2)c(Br)cc1O	0.934	-67.2	-0.2	1.2	-4.5	-3.7	6.6	1.4	0.988
Cc1nc2ccc(NC(=O)N3CCCCC3)cc2s1	1.04	12.8	-3.3	-2.6	-34.0	-4.8	-4.4	-0.1	1.03
Cc1ccc(/C=C/C(=O)N2CCN(c3ncccn3)CC2)o1	1.07	-7.3	1.1	-8.2	-9.2	23.2	-7.2	-4.6	1.08
O=C(c1ccc(COc2ccc(F)cc2)o1)n1cc(Br)cn1	1.1	12.2	12.3	-0.8	-3.5	6.4	-10.3	-3.0	1.01
Cc1cc(C)c(S(=O)(=O)NC2CC2)c(C)c1	0.946	-19.4	-7.2	5.1	-0.3	-6.2	5.4	-1.8	0.949
CCOC(=O)N1CCN(C2CCCN(C(=O)c3cccc(N(C)C)c3)C2)CC1 (configuration not stated)	1.12	8.8	-4.0	5.6	1.7	-7.1	-12.3	0.8	0.944
Cc1ccc(OCC(=O)c2cc(C)n(-c3cc(C)on3)c2C)c([N+](=O)[O-])n1	1.03	17.6	2.5	-1.3	-9.7	5.3	-2.7	-6.5	1.01
O=C(OCC1OC(n2cc(Br)c(=O)[nH]c2=O)C(Br)C1O)c1ccccc1 (configuration not stated)	0.917	7.3	-3.0	5.3	-1.7	-6.7	8.3	2.5	0.947
CCN1/C(=C/c2ccc3cc(C)ccc3[n+]2CC)Sc2cc(C)c(C)cc21	0.682	23.9	56.6*	16.6	58.2	18.9	31.8	-5.4	0.834
COc1ccc(NC(=O)CSc2nc3ccccc3c(=O)n2CCCN2CCOCC2)c(OC)c1	1.18	0.8	-2.4	4.6	1.5	-5.5	-18.0	2.0	0.954
CC1CN(C(=O)CCC(=O)N2CCN(c3ccccn3)CC2)c2ccccc2O1 (configuration not stated)	1.12	9.5	-0.7	-12.9	0.5	-9.4	-11.9	-2.1	1.13
COc1ccccc1-n1c(SCC(=O)Nc2ccc(Br)cc2)nc(O)cc1=O	1.03	-7.2	-2.8	9.0	0.9	-4.6	-3.5	-2.2	0.91
Cc1cccn2c(CN[C@@H]3CCCC[C@H]3c3ccccc3)c(C(=O)N3CCOCC3)nc12	1.1	-0.4	-0.3	7.1	-4.6	-1.6	-10.1	6.7	0.929
N#CC(C#N)=C1C(=O)N(CCN2CCCCC2)c2ccccc21	1.16	9.1	-2.5	15.5	-62.7	-1.6	-16.1	-4.1	0.845
O=C(CN1C(=O)S/C(=C\C=C\c2ccccc2)C1=O)Nc1cccc(O)c1	1.06	21.6	5.3	3.2	2.4	-4.7	-6.1	-6.3	0.968
N#Cc1c(N2C(=O)Nc3ccccc3N2O)sc2c1CCCCCC2	1.05	19.9	-2.6	2.2	2.5	-10.0	-5.0	0.0	0.978
CCOC(=O)C1CCN(C(=O)CSc2c3c(nc4ccccc24)CCC3)CC1	1.15	20.5	-7.1	-4.4	-0.2	-7.1	-15.2	0.3	1.04
Cc1cccc(C(=O)N2CCCCCC2)c1[N+](=O)[O-]	1.04	-8.1	-1.9	0.7	2.1	-2.8	-3.9	1.6	0.993
O=C(O)c1ccccc1C(=O)NNc1cccc(Cl)n1	0.983	-2.3	-1.3	-0.6	-0.8	-4.2	1.7	-0.9	1.01
CCOC(=O)CSC1=NC(=O)/C(=C/c2ccc(Br)cc2)S1	1.12	29.3	-0.6	14.8	5.0	-1.5	-12.1	-6.8	0.852
Cc1cc(OCC(=O)NCCCN2CCCC2=O)c2c(C)c(C)c(=O)oc2c1	1.07	8.0	-5.1	1.0	-0.1	-2.0	-7.2	-3.4	0.99
O=C(CN1C(=O)C2CC=CCC2C1=O)N1CCN(S(=O)(=O)c2ccccc2)CC1 (configuration not stated)	0.956	-0.2	-6.9	-4.6	2.8	-8.5	4.4	-2.1	1.05
CCC(Oc1ccccc1)C(=O)Nc1cc(C)on1 (configuration not stated)	0.864	20.2	-1.7	-1.5	0.4	-10.5	13.7	-0.6	1.01
COc1ccc(Cc2nnc(SCC(=O)Nc3ccccc3C#N)o2)cc1	1.1	2.4	0.1	-4.5	0.2	9.2	-10.0	0.2	1.04
Cc1noc(C)c1C(=O)OC(C)C(=O)Nc1ccc2c(c1)OCO2 (configuration not stated)	0.946	6.2	-1.4	-5.3	0.9	-6.0	5.4	-2.4	1.05
COc1ccc(S(=O)(=O)N(C)c2ccc(C(=O)N3CCCC3)cc2)cc1	1.07	19.9	-0.1	6.5	0.3	-4.0	-6.7	-1.2	0.935
COc1ccc(OCC(=O)Nc2ccc3c(c2)nc(CCn2ccccc2=O)n3C)cc1	0.716	7.7	0.7	-8.7	1.7	1.3	28.4	2.8	1.09
CCc1nnc(NC(=O)CSCc2cc(=O)n3nc(C)sc3n2)s1	0.893	17.5	-4.3	3.9	0.2	-4.3	10.7	-2.8	0.961
CC(C)NC[C@H](O)c1ccc(O)c(O)c1	1.07	12.7	-3.1	18.8	0.9	-3.7	-6.6	-7.4	0.812
Cc1ccccc1OCC(=O)N/N=C/c1cn(Cc2ccccc2)c2ccccc12	0.972	8.2	0.0	9.4	-0.1	-1.2	2.8	0.0	0.906
CC1CCCCC1NC(=O)CN1c2cccc3cccc(c23)S1(=O)=O (configuration not stated)	1.06	10.8	-1.3	10.1	-2.3	-7.0	-6.0	3.5	0.899
